Bioassay records deposited in PubChem by several laboratories.
Pemphigus Ab inh: blocks pemphigus antibody binding to human desmoglein-3 | P32926 | DSG3-coupled beads, scFv-anti-DSG3-GFP binding, flow cytometry; active compounds read low | binding (percent of control), % at 10 µM | 310,000 compounds, 0.48% hits;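 active = binding more than 3 SD below its plate's average and above zero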;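 also: hits lower antibody fragment binding to DSG3; some compounds called inactive have numbers as strong as hits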
Target sequence (P32926 whole entry, looked up, the tested form may be a part): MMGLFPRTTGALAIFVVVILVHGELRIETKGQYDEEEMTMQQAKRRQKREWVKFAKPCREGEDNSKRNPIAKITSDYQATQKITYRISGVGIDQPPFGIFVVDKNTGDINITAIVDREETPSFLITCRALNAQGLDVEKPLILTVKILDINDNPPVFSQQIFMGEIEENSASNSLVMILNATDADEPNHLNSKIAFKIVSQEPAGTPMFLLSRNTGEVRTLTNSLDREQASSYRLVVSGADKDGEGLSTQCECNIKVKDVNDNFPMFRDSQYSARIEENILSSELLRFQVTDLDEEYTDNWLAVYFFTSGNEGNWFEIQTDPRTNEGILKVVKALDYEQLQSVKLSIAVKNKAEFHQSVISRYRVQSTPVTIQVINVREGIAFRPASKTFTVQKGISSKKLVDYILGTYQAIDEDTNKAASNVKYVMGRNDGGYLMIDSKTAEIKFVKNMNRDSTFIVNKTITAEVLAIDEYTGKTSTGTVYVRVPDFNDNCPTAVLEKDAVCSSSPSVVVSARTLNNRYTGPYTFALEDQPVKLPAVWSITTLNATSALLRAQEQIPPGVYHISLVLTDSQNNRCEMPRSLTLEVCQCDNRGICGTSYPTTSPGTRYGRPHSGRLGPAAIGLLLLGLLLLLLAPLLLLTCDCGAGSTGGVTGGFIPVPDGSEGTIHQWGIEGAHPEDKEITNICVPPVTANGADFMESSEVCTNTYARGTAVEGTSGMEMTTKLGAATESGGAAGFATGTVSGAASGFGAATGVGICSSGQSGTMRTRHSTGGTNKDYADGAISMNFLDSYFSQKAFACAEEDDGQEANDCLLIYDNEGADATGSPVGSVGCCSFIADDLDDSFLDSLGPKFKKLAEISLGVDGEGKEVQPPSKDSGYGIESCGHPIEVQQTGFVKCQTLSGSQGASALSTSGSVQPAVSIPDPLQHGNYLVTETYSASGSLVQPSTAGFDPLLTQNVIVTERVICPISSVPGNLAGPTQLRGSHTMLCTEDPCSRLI
PKA-R1A act: activators of PKA-R1A complex; PKA-R1A dissociation, Cy5-IP20 fluorescence polarization; scaled: DMSO 0%, 113 µM cGMP 100%; activation, % at 11.4 µM; 340,000 compounds, 0.083% hits; AID 504707;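 active = percent activation above the mean of all tested compounds plus 3 SD, cut at about 19% in these data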;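 also: higher means more PKAc released from R1A so a rise in polarization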
HTR5A ag ctr: activates human HTR5A in OPRM1-OPRD1 agonist counter-screen | P47898 | HTR5A agonist assay, luminescence, cell-based | activation, % at 9.3 µM | 340,000 compounds, 0.61% hits; in the data active = activation mostly above about 9.5%, no sharp cut-off; inactive = mostly below about 7.6%;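 also: 0% = cells with vehicle only and 100% = reference agonist; strong numbers were not always called active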
phage Ecoli inh: E. coli growth loss with phage present | growth absorbance | inhibition, % at 11.9 µM | 360,000 compounds, 0.26% hits | AID 651602; in the data active = inhibition above about 11%
HTR5A inv ag: inverse agonist of human HTR5A in OPRM1-OPRD1 counter-screen. P47898. HTR5A cell line, luminescence, inverse agonism. inhibition, % at 9.3 µM. 340,000 compounds, 0.083% hits; in the data active = inhibition mostly above about 23%, no sharp cut-off; inactive = mostly below about 18%;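 also: 0% = cells with DMSO and 100% = no-cell wells with DMSO; some compounds called inactive have numbers as strong as hits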
OPRM1-OPRD1 inv: inverse agonist of human OPRM1-OPRD1 heterodimerization; P35372+P41143; cell-based MOR-DOR heterodimer luminescence, inverse agonism; inhibition, % at 9.3 µM; 340,000 compounds, 0.21% hits; AID 504357; in the data active = inhibition above about 22%, passing the limit was not always enough;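 also: 0% = cells with DMSO and 100% = wells without cells with DMSO; values of inactives mirror those of a sister screen read the other way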
AddAB inh: less growth of phage-infected E. coli with AddAB | E. coli expressing H. pylori AddAB, absorbance growth | inhibition, % at 11.9 µM | 330,000 compounds, 0.29% hits; in the data active = inhibition above about 12%;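 also: 0% = vehicle wells of infected cells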
PfHsp90 yeast 2: inhibits growth of yeast expressing Plasmodium falciparum Hsp90; inhibition, % at 9.4 µM; S. cerevisiae expressing PfHsp90, BacTiter-Glo ATP, 48 h; yeast lacking PDR1 and PDR3 efflux regulators; 310,000 compounds, 0.32% hits;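 active = every replicate shows inhibition above about 80%, whatever the replicate mean, limit read from the data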;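 also: 0% = DMSO neutral controls and 100% = 20 µM radicicol positive controls; yeast relying on Plasmodium falciparum Hsp90 in place of its own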
SUMO Mot1 rescue: SUMOylation pathway inhibition by Mot1-301 growth rescue; S. cerevisiae Mot1-301 growth rescue, ATP luminescence, 38.5C; percent above DMSO median, 100 means doubled; growth rescue, % at 18.8 µM; 320,000 compounds, 1% hits;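 active = every valid replicate shows activation above 250% relative to neutral control wells; inactive = the rest, any valid replicate at or below 250%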;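 also: OY570 slx delta 5 strain wells were the positive control but not used for scaling; some compounds called inactive have numbers as strong as hits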
Ecoli viability: bacterial growth inhibition, counter-screen for AddAB inhibitors. E. coli V3065 growth, OD600 absorbance, 18 h. inhibition, % at 11.9 µM. 330,000 compounds, 0.27% hits. AID 449728;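 active = inhibition above the campaign's mean inhibition across all tested compounds plus 3 SD, cut at about 9.9% in these data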;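 also: uninfected addAB+ strain grown without phage in ampicillin broth; 0% = DMSO wells and 100% = ciprofloxacin 0.95 µg/ml wells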
OPRM1-OPRD1 ag: agonists of human mu-delta opioid receptor heterodimerization; activation, % at 9.3 µM; P35372+P41143; AID 504326; 340,000 compounds, 0.3% hits; cells, OPRM1-OPRD1 heterodimerization, luminescence; in the data active = activation above about 18%;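 also: 0% = vehicle-treated cells and 100% = reference agonist; values of inactives mirror those of a sister screen read the other way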
The depositor's hits bear a star; x = not tested or not shown.

nr	mol	Pemphigus Ab inh	PKA-R1A act	HTR5A ag ctr	phage Ecoli inh	HTR5A inv ag	OPRM1-OPRD1 inv
1	COc1ccccc1/C=C/C1C(C(=O)OCC(C)C)=C(C)N=C2SCCC(=O)N21 (stereo not given)	101	-3	-3	1.3	7	-10
2	CCOC(=O)C1=C(C)c2ccccc2N(S(=O)(=O)C(F)(F)F)C1C(=O)OCC (stereo not given)	99	-12	1	0.2	-3	-12
3	CCN1CCN(S(=O)(=O)c2ccc(F)c(C(=O)Nc3c(F)cc(F)cc3Br)c2)CC1	92	-8	-1	0.6	5	8
4	O=C(CC1C(=O)NCCN1C(=O)c1ccc([N+](=O)[O-])cc1)Nc1ccc(F)cc1 (stereo not given)	98	-9	2	-0.4	-29	-1
5	CC(C)C(=O)Nc1cc(C(F)(F)F)ccc1-n1ccnc1	102	2	-5	1.5	23	7
6	Cn1c(/C(C#N)=C(\O)c2cccc(F)c2)nc2ccccc21	113	-4	3	-4.4	5	11
7	Cc1ccc(CN(C(=O)c2ccccc2[N+](=O)[O-])C2CCS(=O)(=O)C2)o1 (stereo not given)	99	6	1	-2.9	19	20
8	COc1ccc(N2C(=O)CC(C)(C)CC2=O)cc1OC	92	4	2	0.6	-7	5
9	C=CCNC(=O)C(=O)c1c(-c2ccccc2)[nH]c2ccccc12	104	2	5	1.0	-17	7
10	COc1ccc(C2(C#N)CCC(=O)N2c2ccccc2)cc1 (stereo not given)	109	-3	3	3.6	-23	6
11	CCOC(=O)C1=C(c2ccccc2)NC(SCC(=O)Nc2ccccc2C)=C(C#N)C1c1ccco1 (stereo not given)	x	2	2	3.0	-6	-7
12	O=C(CN1C(=O)NC2(CCOc3ccccc32)C1=O)NCCc1ccc(F)cc1 (stereo not given)	100	4	2	-0.8	25	7

nr	AddAB inh	PfHsp90 yeast 2	SUMO Mot1 rescue	Ecoli viability	OPRM1-OPRD1 ag
1	-1.2	-11	-10	2.2	1.8
2	-0.6	-7	x	2.7	2.4
3	0.6	9	-24	0.8	-1.4
4	2.5	-8	-11	1.6	0.1
5	1.7	-6	0	0.2	-1.2
6	-0.5	5	-7	-3.8	-2.1
7	3.9	9	10	0.4	-4.0
8	-1.2	2	-5	3.8	-0.9
9	0.8	-12	17	-0.1	-1.2
10	1.3	-11	-4	-1.0	-1.1
11	5.0	12	-8	-0.6	1.3
12	4.5	6	11	0.7	-1.7

Later entries:
nr	mol	Pemphigus Ab inh	PKA-R1A act	HTR5A ag ctr	phage Ecoli inh	HTR5A inv ag	OPRM1-OPRD1 inv
13	CN(C)c1ccc(NC(=O)COC(=O)CCC(=O)c2ccc(F)cc2)cc1	103	1	2	2.5	20	-14
14	Cc1ccc(-c2c(C(=O)NCc3ccc(F)cc3)oc(=O)c3ccccc23)cc1	86	-20	-1	2.5	7	2
15	CC(Sc1nnc(Nc2ccccc2)s1)C(=O)NC1CCCc2ccccc21 (stereo not given)	95	-7	-3	2.5	-5	-6
16	COc1ccc(C2=NN(CC(=O)NCc3ccco3)C(=O)CC2)cc1	x	-3	-2	0.1	17	10
17	COc1cc(OC)nc(-n2ncc(Br)c(Br)c2=O)n1	96	4	3	1.9	3	-3
18	Cc1ccc(-c2nc3ccccc3n3nnnc23)cc1	102	4	0	3.4	8	-5
19	CCCCN(C)C(=O)C1CCN(CCCc2ccccc2)CC1	103	-4	-1	1.6	22	-1
20	COc1ccccc1C1NC(=O)NC(C)=C1C(=O)OC1CCC(C)CC1 (stereo not given)	107	-3	3	2.1	-32	-9
21	Cc1ccccc1Cn1c2ccccc2c2cnn(CC(=O)NCCCN3CCOCC3)c(=O)c21	94	1	1	0.0	6	2
22	CC(C)c1ccc(O)c(NC(=O)c2cccnc2)c1	95	1	5	3.9	-6	15
23	Cc1ccc(C)c(NC(=O)CSc2nnc(Cc3cccn3C)n2-c2ccc(F)cc2)c1	112	-8	0	1.2	-1	21
24	COc1ccc(OC)c(NC(=O)CSc2nnc(CNc3ccc(C)cc3C)o2)c1	99	3	0	0.2	3	5

nr	AddAB inh	PfHsp90 yeast 2	SUMO Mot1 rescue	Ecoli viability	OPRM1-OPRD1 ag
13	-3.1	14	-3	-0.2	2.8
14	0.7	-7	90	0.3	-0.4
15	1.4	3	176	0.4	0.9
16	2.4	1	-20	-0.6	-1.9
17	3.9	19	-3	-1.6	0.5
18	x	-7	x	x	0.8
19	-0.6	36	21	-2.6	0.1
20	1.2	-27	2	0.4	1.7
21	0.0	15	5	-3.1	-0.4
22	1.2	7	-19	0.4	-2.7
23	4.0	14	4	0.5	-4.3
24	2.0	x	x	0.1	-1.0

(listing goes on)
nr	mol	Pemphigus Ab inh	PKA-R1A act	HTR5A ag ctr	phage Ecoli inh	HTR5A inv ag	OPRM1-OPRD1 inv
25	CCOC(=O)N1CCN(C(=O)CN2C(=O)NC(C)(c3ccc4ccccc4c3)C2=O)CC1 (stereo not given)	98	-7	8	1.2	-7	15
26	COC(=O)c1ccc(NC(=O)c2cc3c(CO)cnc(C)c3oc2=Nc2cccc(C(N)=O)c2)cc1	114	-4	2	-1.5	-8	2
27	COc1ccc(N(C)C(=O)c2oc(=O)c3ccccc3c2-c2ccccc2)c(OC)c1	94	-11	1	1.4	18	0
28	CCOc1ccc(C2/C(=C(/O)c3ccc(S(=O)(=O)N4CCCCC4)cc3)C(=O)C(=O)N2CCCOC)cc1OC (stereo not given)	104	15	-12	-1.4	28	12
29	Cc1nc2ccc(N=NN(C)C)cc2[nH]1	111	6	3	1.0	5	0
30	CCOC(=O)N1CCN(C(=O)CCCN2C(=O)CSc3nc(C)cc(C)c32)CC1	102	-4	-1	1.2	3	8
31	CC(=O)c1c(C)[nH]c(C(=O)CSc2nnc(C)s2)c1C	102	-2	3	1.4	-23	18
32	O=C(Nc1nc2ccccc2[nH]1)c1ccccc1O	98	-3	-1	-3.9	5	15
33	Cc1cccc(C)c1OCCCCN1CCNCC1	97	-13	-2	0.1	7	7
34	CC(C)C(=O)Nc1nnc(S(=O)(=O)N(C)c2ccc(Cl)cc2)s1	x	4	-2	-0.9	8	6
35	O=c1[nH]c(Cc2ccccn2)nc2scc(-c3ccccc3Cl)c12	100	2	-6	5.5	-20	0
36	CC(C)C(NC(=O)CSCc1ccc([N+](=O)[O-])cc1)C(C)C	99	4	5	2.0	-19	-6

nr	AddAB inh	PfHsp90 yeast 2	SUMO Mot1 rescue	Ecoli viability	OPRM1-OPRD1 ag
25	0.2	x	-18	0.3	-3.9
26	0.6	9	-13	2.1	-0.4
27	4.1	33	32	0.3	-0.1
28	1.3	-10	-12	2.8	-2.4
29	3.3	0	-8	-0.3	0.1
30	0.0	15	54	1.2	-1.4
31	1.5	-9	50	0.2	-3.6
32	-3.7	-3	-1	-3.3	-2.6
33	0.7	4	1	0.1	-1.6
34	x	-4	-8	x	-1.4
35	0.8	8	1	2.0	-0.1
36	3.5	36	12	2.4	1.2

Continuation:
nr	mol	Pemphigus Ab inh	PKA-R1A act	HTR5A ag ctr	phage Ecoli inh	HTR5A inv ag	OPRM1-OPRD1 inv
37	CCc1cccc(NC(=O)CCCCCC2NC(=O)NC2C)c1 (stereo not given)	106	4	-4	0.6	-16	5
38	COC(=O)c1ccc(Nc2cc(C)nc3ccc(C)cc23)cc1	110	-2	2	0.8	-18	9
39	O=C(Nc1ccc(F)cc1)OCCN1CCN(Cc2ccccc2)CCC1=O	102	-3	5	2.2	-14	-11
40	N/C(=N\OC(=O)CCC1CCCC1)c1ccccc1	99	-10	6	2.5	-17	-6
41	O=C1C(Cc2ccccc2)NC(=S)N1Cc1ccccc1 (stereo not given)	101	-3	2	2.3	-6	-4
42	CCCN(CCC)S(=O)(=O)c1ccc(C(=O)NNc2nc(-c3ccccc3)c3cc(Br)ccc3n2)cc1	93	-6	-6	5.1	13	15
43	Cc1nc2c(ccc3nc(NC(=O)Cc4cccc5ccccc45)sc32)s1	101	-4	0	1.9	-1	-26
44	COc1ccc(-c2c(C#N)c(N)nc3c2CCCCCC3)cc1OC	88	-5	4	-0.1	-7	14
45	COc1ccccc1CCNC(C)CCc1ccc(O)cc1 (stereo not given)	90	-6	-3	1.6	11	5
46	COc1ccccc1NC(=O)COC(=O)c1ccc2ccccc2n1	128	-2	2	2.9	-6	9
47	COc1ccccc1NC(C)C(=O)N/N=C/c1ccccc1OCc1cccc(Br)c1 (stereo not given)	106	18	3	3.5	-9	-21
48	O=C1C2ON(c3ccccc3)C(c3cccnc3)C2C(=O)N1Cc1ccccc1 (stereo not given)	100	-3	3	1.2	13	-3

nr	AddAB inh	PfHsp90 yeast 2	SUMO Mot1 rescue	Ecoli viability	OPRM1-OPRD1 ag
37	-2.9	-120	5	-0.6	-1.0
38	0.3	1	48	0.2	-1.9
39	-0.1	21	21	-2.6	2.0
40	3.1	7	19	3.1	1.1
41	1.3	0	3	0.9	0.5
42	-1.5	-24	80	-2.2	-2.5
43	2.2	-2	2	3.1	4.5
44	2.1	-2	-3	-0.9	-2.4
45	3.7	14	36	-0.7	-1.1
46	0.3	9	10	0.9	-2.3
47	-0.2	31	-10	-0.4	2.8
48	0.5	62	20	-1.2	0.5

Three of these compounds in a different format.
item	SMILES	Pemphigus Ab inh	PKA-R1A act	HTR5A ag ctr	phage Ecoli inh	HTR5A inv ag	OPRM1-OPRD1 inv	AddAB inh	PfHsp90 yeast 2	SUMO Mot1 rescue	Ecoli viability	OPRM1-OPRD1 ag
25	CCOC(=O)N1CCN(C(=O)CN2C(=O)NC(C)(c3ccc4ccccc4c3)C2=O)CC1 (stereo not given)	98	-7	8	1.2	-7	15	0.2	x	-18	0.3	-3.9
21	Cc1ccccc1Cn1c2ccccc2c2cnn(CC(=O)NCCCN3CCOCC3)c(=O)c21	94	1	1	0.0	6	2	0.0	15	5	-3.1	-0.4
4	O=C(CC1C(=O)NCCN1C(=O)c1ccc([N+](=O)[O-])cc1)Nc1ccc(F)cc1 (stereo not given)	98	-9	2	-0.4	-29	-1	2.5	-8	-11	1.6	0.1

Further results:
nr	mol	Pemphigus Ab inh	PKA-R1A act	HTR5A ag ctr	phage Ecoli inh	HTR5A inv ag	OPRM1-OPRD1 inv
49	CC(C)NS(=O)(=O)c1ccc(OCC(=O)Nc2cccc(F)c2)cc1	x	-4	1	-0.5	-3	3
50	O=C(N1CCOCC1)C1(c2ccc(Cl)cc2)CCCC1	104	6	-7	2.7	-19	4
51	COc1ccccc1-c1nnc(SCC(=O)N2CCC(C)CC2)o1	x	-2	-1	1.1	4	-4
52	CC(C)CCN(C(=O)CNC(=O)c1ccco1)C(C(=O)NC1CCCCC1)c1ccco1 (stereo not given)	x	-7	-5	-0.3	-2	17
53	O=C(c1cccc(S(=O)(=O)N2CCOCC2)c1)N1CCN(C/C=C/c2ccccc2)CC1	99	1	3	0.1	-6	-1
54	NCCc1nnc(SCC(=O)c2ccc(Cl)cc2)o1	116	-5	-1	0.4	0	11

nr	AddAB inh	PfHsp90 yeast 2	SUMO Mot1 rescue	Ecoli viability	OPRM1-OPRD1 ag
49	0.6	-5	33	-1.6	-0.7
50	-0.8	2	23	0.5	-0.6
51	2.4	10	7	-2.1	0.8
52	-0.8	-12	92	-0.8	-2.9
53	1.6	-3	47	0.9	0.1
54	7.3	19	-11	2.3	-2.0

No enrichment for hits; about 3.2% have a hit in one of these screens.
